# procasp3 activ = procaspase-3 (human) activation; P42574; recombinant procaspase-3 D3A, Ac-DEVD-pNA absorbance 405 nm; activation, % at 8.5 µM; 0.11% of 330,000 active; AID 463141;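 active = activation above the mean of all tested compounds plus 3 SD, cut at about 21% in these data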;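 also: 0% = DMSO alone and 100% = DMSO wells spiked with extra 5 µM PC-3 D3A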
# Target sequence (P42574 whole entry D9A/D28A/D175A): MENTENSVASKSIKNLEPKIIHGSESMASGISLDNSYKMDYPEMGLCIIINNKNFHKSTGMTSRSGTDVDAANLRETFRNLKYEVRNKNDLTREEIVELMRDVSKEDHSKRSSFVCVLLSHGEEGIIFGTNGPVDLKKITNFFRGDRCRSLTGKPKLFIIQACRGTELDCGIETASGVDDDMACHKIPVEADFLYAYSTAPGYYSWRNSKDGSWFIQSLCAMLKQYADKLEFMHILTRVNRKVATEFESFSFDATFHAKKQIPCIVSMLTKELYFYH
#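 Assay system – Procaspase-3 D3A mutant, all three cleavage aspartates alanine · Controls – DMSO-only low control, 5 µM PC-3 D3A high control · Schedule – 1 h compound preincubation, 2 h substrate hydrolysis at 25 °C · Signal – 405 nm absorbance of p-nitroaniline, reads at 0 and 120 min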
# JMJD2C inh = inhibitors of human GASC-1 (JMJD2C) demethylase. AID 2099. Q9H3R0. inhibition, % at 2.35 µM. 0.069% of 330,000 active. GST-JMJD2C(1-420) H3K9me3 demethylation, DELFIA europium;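 active = more than half of a compound's replicate wells show inhibition beyond 50%, single wells judged on their own value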;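 also: signal counts dimethyl H3K9 product captured on neutravidin plate; 0% = median of DMSO wells and 100% = 0.3 times that DMSO median; strong numbers were not always called active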
# Target sequence (Q9H3R0 1-420 limits assumed): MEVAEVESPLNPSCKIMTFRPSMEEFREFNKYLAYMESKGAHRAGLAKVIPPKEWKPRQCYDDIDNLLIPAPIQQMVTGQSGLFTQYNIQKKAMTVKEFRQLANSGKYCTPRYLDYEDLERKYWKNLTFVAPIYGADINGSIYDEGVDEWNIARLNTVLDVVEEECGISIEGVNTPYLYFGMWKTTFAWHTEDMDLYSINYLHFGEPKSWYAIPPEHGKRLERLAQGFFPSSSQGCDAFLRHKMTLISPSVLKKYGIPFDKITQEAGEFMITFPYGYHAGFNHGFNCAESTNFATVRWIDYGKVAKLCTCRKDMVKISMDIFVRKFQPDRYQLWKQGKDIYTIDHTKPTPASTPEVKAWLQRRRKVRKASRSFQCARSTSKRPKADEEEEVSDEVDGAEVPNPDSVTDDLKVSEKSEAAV
# PP1 inh = PP1-alpha (human) inhibition in PP5 counter-screen. inhibition, % at 6.7 µM. P62136. purified PP1alpha, OMFP fluorescence. 0.9% of 320,000 active. AID 2235;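 active = inhibition above the mean inhibition of all tested compounds plus 3 SD, computed separately for each screening campaign, cut at about 15% in these data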
# Fh CTSL1 inh = counter-screen for PFM18AAP inhibitors: inhibitors of F. hepatica cathepsin L1. recombinant F. hepatica cathepsin L1, Z-Leu-Arg-MCA fluorescence. inhibition, % at 5.96 µM. 0.49% of 300,000 active. AID 1906;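 active = inhibition above the mean of all tested compounds plus 3 SD, set per screening campaign, cut at about 17% in these data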;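 also: 0% = plate median of test compound wells and 100% = 1 µM Z-Phe-Ala-diazomethylketone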
# TPT1 inhibitor = blocks Candida albicans tRNA 2'-phosphotransferase. recombinant caTPT1, FP RNA substrate dephosphorylation. inhibition, % at 5 µM. 0.81% of 300,000 active;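 active = inhibition above the mean of all tested compounds plus 3 SD, set per screening campaign, cut at about 24% in these data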;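 also: plate controls were DMSO alone for no effect and ferristatin control at 100 nM for full effect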
# Efflux pump inh = inhibitors of Candida antifungal efflux pumps expressed in yeast. inhibition, % at 10 µM. 0.44% of 330,000 active. S. cerevisiae Candida pump triplex, Nile Red efflux;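 active = plate passing quality check with inhibition over a set limit, or well fluorescence over plate mean plus 4 SD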;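 also: Nile Red retained in pooled yeast measured as flow cytometry median fluorescence; 0% = buffer negative control and 100% = Enniatin B positive control; higher means more Nile Red kept so more efflux inhibition; some compounds called inactive have numbers as strong as hits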
# core dimer inh = blocks dimerization of HCV core protein | TR-FRET GST/Flag-core106 dimerization, 1536-well | inhibition, % at 5 µM | 0.33% of 300,000 active;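 active = inhibition above the mean of all tested compounds plus 3 SD, set per screening campaign, cut at about 45% in these data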
#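 Material: Tagged HCV core106 pair (GST and Flag) | Amount: GST-core106 13.5 nM, Flag-core106 17 nM | Medium: KF-containing HEPES buffer, pH 7.45, DTT, CHAPS, BSA | Reagent: Eu donor and XL665 acceptor anti-tag antibodies | Schedule: 4 h at 22.5 °C | Technique: Time-resolved FRET, ex 340 nm, em 617 and 671 nm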
# PP5 primary = blocks human protein phosphatase 5 activity | 0.18% of 320,000 active | purified PP5c, OMFP substrate fluorescence | inhibition, % at 6.7 µM | P53041;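 active = inhibition above the campaign's mean inhibition across all tested compounds plus 3 SD, cut at about 9.5% in these data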;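 also: 0% = DMSO only and 100% = 100 µM cantharidin control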
# procasp7 counter = counter-screen for procaspase-3 activators: activators of human procaspase-7; P55210; recombinant procaspase-7, Ac-DEVD-pNA absorbance 405 nm; D23A/D198A/D206A triple mutant, cannot self-cleave; scale: DMSO 0, 5 µM enzyme 100; activation, % at 8.5 µM; 0.093% of 330,000 active; AID 463210;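 active = percent activation above the screen-wide mean plus 3 SD, cut at about 25% in these data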
# Target sequence (P55210 whole entry D23A/D198A/D206A): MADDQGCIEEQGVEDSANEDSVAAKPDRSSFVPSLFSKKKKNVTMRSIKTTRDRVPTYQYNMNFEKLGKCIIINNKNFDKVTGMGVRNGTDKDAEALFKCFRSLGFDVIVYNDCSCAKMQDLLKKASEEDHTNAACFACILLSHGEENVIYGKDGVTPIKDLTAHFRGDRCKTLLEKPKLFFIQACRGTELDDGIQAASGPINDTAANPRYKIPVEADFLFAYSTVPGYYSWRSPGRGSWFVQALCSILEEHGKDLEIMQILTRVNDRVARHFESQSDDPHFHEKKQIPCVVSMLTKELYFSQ
#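 Detection: p-Nitroaniline absorbance at 405 nm, read at 0 and 120 min; system: Uncleavable procaspase-7 mutant enzyme; evaluation: % activation from two-timepoint absorbance difference, scaled to controls; times: 1 h enzyme–compound preincubation and 2 h substrate reaction, both 25 °C; buffer or medium: Zinc-free HEPES pH 7.4 with 300 mM NaCl, 0.01% Triton X-100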
# The depositor's hits bear a star; nt = no result given. Compounds were not picked by outcome. Share with any hit: about 2.9%.
# Every second line gives: procasp3 activ, JMJD2C inh, PP1 inh, Fh CTSL1 inh, TPT1 inhibitor, Efflux pump inh, core dimer inh, PP5 primary, procasp7 counter
COc1c(Cl)ccc(Cl)c1C(=O)OCC(=O)O
    5, 7, -1, -5, 0, 0.0, 0, 1.6, 10
CCOC(=O)c1c(N)sc(C(=O)Nc2ccc3c(c2)OCO3)c1C
    -3, -17, -2, 4, 1, 0.0, 9, 0.2, -3
Cc1ccc2nc(-c3ccncc3)cc(C(=O)Nc3ccc4c(c3)OCCO4)c2c1
    5, 14, -1, 1, 1, 0.0, 3, -1.4, 2
CC(=O)c1ccc(NS(=O)(=O)c2cc(-c3cnc(C4CC4)o3)ccc2C)cc1
    1, -3, -4, -4, -6, 0.0, -6, 2.6, 5
CC(C)c1c(O)nc(SCCN(C)C)[nH]c1=O
    5, 9, 2, 1, 3, 0.1, -3, 3.0, 12
O=C(CSc1ncccc1-c1nc2ccccc2[nH]1)N1CCCCC1
    -3, -1, -8, -4, 3, 0.0, 2, -2.5, 4
O=C(c1cnc2ccccn2c1=O)N1CCCc2ccccc21
    -2, -2, -2, 4, 0, 0.0, 1, -2.4, -11
O=C(CCNS(=O)(=O)c1cccc2nsnc12)NCc1ccccc1
    2, -16, 6, -1, -8, 0.1, -1, 0.8, 6
COc1ccc(Cl)cc1C1=CC(=O)C[C@H](c2ccc(F)cc2)C1
    -1, 7, -1, nt, nt, 0.4, nt, 2.5, -3
CCCNC(=O)C1CCN(S(=O)(=O)c2ccc(Br)cc2)CC1
    11, -11, -9, -2, 0, 0.2, 2, 4.7, -6
Cc1nnc(NCc2n[nH]c(=O)c3ccccc23)c2ccccc12
    2, -2, -2, -1, 1, -0.2, 2, -1.7, 5
COC(=O)c1nn(-c2ccccc2)c(Sc2ccc(OC)cc2)c1/C=N/O
    7, -11, -5, -2, 1, 0.0, 0, 2.2, -1
CCN(C(=O)[C@@H]1CCCN1C(=O)c1cccs1)c1nc2cc(Cl)ccc2s1
    3, 0, 2, 0, -2, 0.0, 9, 0.6, 9
CCn1cnc2scc(-c3ccccc3)c2c1=O
    2, 0, -1, -1, -1, -0.3, -9, -0.1, 8
O=C(O)Cc1c(O)ccc2ccccc12
    0, -4, -5, 6, 1, 0.1, -15, -0.8, -14
CCOc1ccccc1CNC(=O)CCn1ccc2cc(S(=O)(=O)N3CCCCC3)ccc21
    7, -9, -4, 3, 1, -0.3, 13, -0.8, 3
NC(=O)c1c(NC(=O)C(=O)N2CCOCC2)sc2c1CCCC2
    0, -1, -4, 4, -2, -0.1, 5, 2.5, 8
Cc1ccc(N(CC(=O)N2CCc3ccccc32)C2=NC(=O)CS2)cc1
    -4, 0, 8, 1, 1, 0.3, 14, 1.6, 3
COc1cc(C)ccc1OCCOCCOc1ccccc1[N+](=O)[O-]
    7, -7, -1, -2, 0, 0.2, 3, 1.5, 8
Cc1cc(C)cc(-n2c(SCC(=O)Nc3cccc(S(=O)(=O)NC4=NCCCCC4)c3)nc3ccccc3c2=O)c1
    -2, 10, 7, 0, -1, 0.2, 26, 4.7, 3
COc1ccc(/C(O)=C/C(=O)C(=O)NNC(=O)C(O)(c2ccccc2)c2ccccc2)cc1
    7, -11, 14, -5, 1, -0.1, 27, 3.2, -2
CC(=O)Nc1ccc(S(=O)(=O)N2c3ccccc3C(C)=CC2(C)C)cc1
    12, 1, 0, -5, 0, -0.1, -1, 1.7, 1
COc1ccc(N2CCN(c3nc4ccccn4c(=O)c3C=O)CC2)cc1
    -2, 1, 3, 2, 1, -1.2, -12, 2.9, 9
CC(=O)c1c(C)nc(-c2ccc(OCC(=O)Nc3ccccc3)cc2)n1O
    7, 4, -5, 3, -4, 0.0, -6, 1.8, 1
Cc1cc(C)cc(NC(=O)C(OC(=O)c2ccc(O)cc2)c2ccccc2)c1 (stereo not given)
    2, -4, -3, nt, nt, 0.9*, nt, 2.1, -8
O=C(NC1CCCCCC1)c1c2c(nc3ccccc13)CCN(Cc1ccccc1)C2
    9, -4, 2, -2, -2, 0.0, -9, 3.0, 3
CC(Sc1nnc(-c2ccco2)n1C)C(=O)NC1CCCC1 (stereo not given)
    5, 6, -5, nt, nt, -0.3, nt, 0.2, 3
Cc1ccccc1C(=O)Nc1nnc(S(=O)(=O)N2CCCCC2)s1
    3, -8, -2, 1, -4, -0.1, 4, -1.2, 3
CCC(C(=O)OCC(=O)N(CCOC)c1c(N)n(Cc2ccccc2)c(=O)[nH]c1=O)c1ccccc1 (stereo not given)
    -6, -7, 0, -1, 0, -0.1, -8, -1.0, 12
Cc1cc(C)n2nc(N)c(N=Nc3ccc(Cl)cc3)c2n1
    7, -9, 1, 4, 0, -0.2, -21, 0.4, 6

# Reprinted from the part before: two entries; new compounds follow.
# Every second line gives: procasp3 activ, JMJD2C inh, PP1 inh, Fh CTSL1 inh, TPT1 inhibitor, Efflux pump inh, core dimer inh, PP5 primary, procasp7 counter
CCC(C(=O)OCC(=O)N(CCOC)c1c(N)n(Cc2ccccc2)c(=O)[nH]c1=O)c1ccccc1 (stereo not given)
    -6, -7, 0, -1, 0, -0.1, -8, -1.0, 12
Cc1cc(C)n2nc(N)c(N=Nc3ccc(Cl)cc3)c2n1
    7, -9, 1, 4, 0, -0.2, -21, 0.4, 6
COc1ccccc1NC(=S)N(CCN1CCOCC1)Cc1ccccc1F
    3, -8, -4, -7, -1, -0.2, -3, -3.2, -7
CONc1nc(NC(C)(C)C)nc(OCC#N)n1
    9, -4, -1, 1, 2, -0.1, -5, 2.2, 1
COc1ccc(N2C(=NC(=O)C(C)Oc3ccccc3)SC3CS(=O)(=O)CC32)cc1 (stereo not given)
    8, -2, -1, -2, -7, 0.0, 3, 1.3, 1
O=C(COC(=O)C1CCN(c2ccc(C(F)(F)F)cn2)CC1)Nc1cccc(F)c1
    -4, 0, 5, -8, 3, 0.0, -4, 7.0, -8
Cc1cccc(NC(=O)c2ccc([N+](=O)[O-])s2)n1
    6, 3, 1, 1, 0, 0.1, -1, 2.5, 0
O=C(Cc1ccccc1)NNC(=O)Nc1ccc(Cl)c(Cl)c1
    2, -7, -1, -3, 0, -0.1, -1, 1.2, 0
O=C(c1ccccn1)c1cc2ccccc2n1S(=O)(=O)c1ccccc1
    4, 1, 1, 0, -1, 0.5, 5, 0.3, -1
Cc1c(C(=O)O)sc2c1c(=O)n(Cc1ccccc1)c(=O)n2C
    -4, 15, 2, 3, -2, 0.0, -12, 0.5, -11
CCn1c(CSc2nc3ccccc3s2)nc2ccccc21
    -3, nt, 0, -2, -4, -0.1, -4, -2.0, 11
COc1cccc(CN2CC(C(=O)N3CCOCC3)CCC2=O)c1 (stereo not given)
    10, 4, -2, -1, -5, -0.1, -5, 1.6, -3
COc1cccc(-n2nnc3c(=O)n(CC(=O)Nc4cc(C)on4)cnc32)c1
    10, -5, -4, -3, 4, -0.1, 10, -0.9, -1
COc1cccc(C(=O)Nc2ccc(NC(=O)C(C)(C)C)cn2)c1
    -5, -4, -2, 1, -4, -0.1, -5, -1.6, 6
C/C(=N\NC(=O)CNC(=O)c1ccc(Br)cc1)c1ccco1
    9, -3, -3, 1, -2, 0.3, -1, 2.8, -2
C/C(=N\Nc1ccc(C#N)cc1[N+](=O)[O-])c1ccc(O)cc1
    -6, -9, -1, 6, -2, 0.0, -11, 0.6, -4
CCN(CC)c1ccc(NC(=O)c2cnn(CC)c2)cc1
    -3, 3, 0, 2, 10, -0.1, -24, -2.2, 3
CSCC[C@H](NC(=O)[C@H](Cc1ccccc1)n1c(=O)[nH]c2ccccc2c1=O)C(=O)N[C@@H](Cc1ccccc1)C(=O)O
    1, -12, -1, -2, 3, -0.3, 2, -1.3, -2
COc1ccc(NC(=O)O/N=C/c2ccc(Br)cc2)cc1
    -1, 3, -1, 0, -2, 0.0, 11, -0.5, -1
Cc1ccc(S(=O)(=O)N2CCOCC2)cc1C(=O)OCC(=O)NCCc1ccc(F)cc1
    7, 6, nt, nt, nt, -0.1, nt, nt, 6
Cc1onc(-c2c(Cl)cccc2Cl)c1C(=O)OCC(=O)c1ccccc1
    -1, -22, -3, 3, -4, -0.1, -1, 1.9, 5
O=S(=O)(NC1CCCCCCC1)c1ccccc1F
    5, -8, 3, -3, -3, 0.6, 4, 0.7, -2
CCn1nnnc1SCC(=O)NCc1ccc2c(c1)OCO2
    -3, 7, -1, -6, 1, 0.2, 4, 1.0, 3
O=C(CCCCCN1C(=O)CCC1=O)Nc1ccc2c(c1)OCO2
    3, -12, -3, -1, -4, 0.2, 5, 2.2, -3
COc1ccc(CNC(=O)CC2C[C@H](C(=O)N3CCCCC3)[C@@]3(C)c4[nH]c5ccccc5c4CCN3C2=O)cc1OC (stereo not given in full)
    7, 17, nt, nt, nt, 0.2, nt, nt, -1
CC12/C(=N/O)C3C4CC5C3/C(=N/O)C1C5C42 (stereo not given)
    -4, 1, 5, -1, 1, -0.1, -3, 3.2, 2
CCOc1ccc(NS(=O)(=O)c2ccc3c(c2)N(C(C)=O)CCO3)cc1
    0, 2, 0, -1, 1, 0.1, -1, 1.3, 0
CCc1ccccc1N(CC(=O)N1CCCC1)S(C)(=O)=O
    -1, -20, -7, 12, -4, 0.0, -11, -9.1, -7
CCCCN1C(=O)C(O)(CC(=O)c2ccccn2)c2ccccc21 (stereo not given)
    4, -2, 3, 3, -2, -0.1, 7, 2.3, -8
CCN(CC)c1ccc(N2C(=O)/C(=C\c3cccnc3)SC2=S)cc1
    -1, -1, -1, -3, -4, -0.1, 3, 3.1, 4
Fc1cc(F)c(F)c(SCCc2ccncc2)c1F
    -7, 4, -2, 3, -5, 0.4, -4, 1.4, 6
CCOc1ccc(Cl)cc1S(=O)(=O)N1CCC(C(=O)NCc2cccnc2)CC1
    9, -6, 6, -3, 3, -0.1, -1, 3.6, 7

# Some of the entries so far, as comma-separated lines.
structure,procasp3 activ,JMJD2C inh,PP1 inh,Fh CTSL1 inh,TPT1 inhibitor,Efflux pump inh,core dimer inh,PP5 primary,procasp7 counter
O=C(c1ccccn1)c1cc2ccccc2n1S(=O)(=O)c1ccccc1,4,1,1,0,-1,0.5,5,0.3,-1
Cc1c(C(=O)O)sc2c1c(=O)n(Cc1ccccc1)c(=O)n2C,-4,15,2,3,-2,0.0,-12,0.5,-11

# Single records, from the list above.
# Entry for `COc1cccc(-n2nnc3c(=O)n(CC(=O)Nc4cc(C)on4)cnc32)c1` : procasp3 activ = 10; JMJD2C inh = -5; PP1 inh = -4; Fh CTSL1 inh = -3; TPT1 inhibitor = 4; Efflux pump inh = -0.1; core dimer inh = 10; PP5 primary = -0.9; procasp7 counter = -1
# Entry for `Cc1cc(C)cc(NC(=O)C(OC(=O)c2ccc(O)cc2)c2ccccc2)c1` (stereo not given) : procasp3 activ = 2; JMJD2C inh = -4; PP1 inh = -3; Fh CTSL1 inh = nt; TPT1 inhibitor = nt; Efflux pump inh = 0.9*; core dimer inh = nt; PP5 primary = 2.1; procasp7 counter = -8
